Source: PubChem BioAssay (several laboratories)
Runt-SMMHC FRET = inhibitors of RUNX1 Runt–CBFb-SMMHC binding, primary screen, biochemical, FRET, Cerulean-Runt, Venus-CBFb-SMMHC, uHTS; Cerulean-Runt/Venus-CBFb-SMMHC FRET ratio 530/480, 1 h; AID 1434, 2008; Runt-related transcription factor 1 (Homo sapiens) + Core-binding factor subunit beta …; 220,000 compounds, 0.74% hits; inhibition, % at 20 µM;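 active = mean inhibition across duplicate retests at 20 µM reaching about 50%, limit read from the data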;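 also: 0% = DMSO wells and 100% = wells with excess untagged CBFb-SMMHC; inhibitors lower the FRET ratio by blocking Runt binding to CBFb-SMMHC; some results filed as inactive read as strong as hits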
p97 ATPase inh = inhibitors of human p97 ATPase, primary screen, biochemical | recombinant p97 ATPase, Kinase-Glo ATP luminescence, 3 h | inhibition, % at 8 µM | 220,000 compounds, 0.42% hits | Transitional endoplasmic reticulum ATPase (Homo sapiens), P55072 | AID 1481, 2009; in the data active = inhibition above about 15%;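 also: 0% = DMSO vehicle and 100% = wells lacking enzyme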
Runt-CBFb FRET = inhibitors of RUNX1 Runt–CBFb binding, primary screen, biochemical, FRET, Cerulean-Runt, Venus-CBFb, uHTS; Runt-related transcription factor 1 (Homo sapiens) + Core-binding factor subunit beta …; Cerulean-Runt/Venus-CBFb FRET ratio 530/480, 1 h; 220,000 compounds, 0.46% hits; inhibition, % at 20 µM;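 active = inhibition over about 50% at 20 µM in the single-dose screen, limit read from the data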;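 also: 0% = DMSO wells and 100% = excess unlabeled CBFb competitor control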
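Doses: 20 µM compound in 1% DMSO | Material: Cerulean-labeled Runt domain protein | Amount: Each fluorescent fusion protein 100 nM | Schedule: Two 1 h room-temperature incubations shielded from light | Measured by: FRET fluorescence | Evaluation: Loss of energy transfer signal | Controls: Unlabeled CBFb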
RBBP9 inh = human RBBP9 inhibitors, primary screen, biochemical, fluorescence polarization, FP-Rh probe, HTS; Serine hydrolase RBBP9 (Homo sapiens), O75884; inhibition, % at 7.94 µM; 220,000 compounds, 0.2% hits; AID 1515, 2009; recombinant RBBP9;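 active = inhibition above the campaign mean of all tested compounds plus 3 SD, cut at about 14% in these data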;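 also: plate controls were DMSO wells with RBBP9 for no effect and wells lacking RBBP9 protein for full effect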
Target sequence (O75884 whole entry, looked up): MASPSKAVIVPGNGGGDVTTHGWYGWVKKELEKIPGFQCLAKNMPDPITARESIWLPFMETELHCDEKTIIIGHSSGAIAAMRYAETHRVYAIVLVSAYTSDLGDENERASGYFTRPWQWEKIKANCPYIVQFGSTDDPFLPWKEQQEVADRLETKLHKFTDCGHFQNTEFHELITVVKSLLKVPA
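System: RBBP9 protein / Quantity: 2.5 µM RBBP9 dispensing solution, before mixing / Also added: Serine-hydrolase probe FP-Rh, 375 nM pre-mixing / Dosing: 7.94 µM single dose, 0.794% DMSO / Timing: enzyme-compound preincubation 30 min, then probe labeling 45 min, 25 °C / Signal: FP readout at 525/598 nm / Controls: DMSO-treated enzyme wells and wells lacking RBBP9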
NPY2 pot ag = NPY-Y2 potentiators or agonists, primary screen, cell-based; 220,000 compounds, 0.45% hits; activation, % at 3.6 µM; Neuropeptide Y receptor type 2 (Homo sapiens), P49146; cells expressing NPY-Y2, potentiator/agonist read-out; in the data active = activation above about 27%;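 also: cells stimulated with NPY near EC25 plus isoproterenol at EC100; 0% = vehicle plus submaximal agonist and 100% = vehicle plus saturating agonist; some results beyond the cut were filed as inactive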
Target sequence (P49146 whole entry, looked up): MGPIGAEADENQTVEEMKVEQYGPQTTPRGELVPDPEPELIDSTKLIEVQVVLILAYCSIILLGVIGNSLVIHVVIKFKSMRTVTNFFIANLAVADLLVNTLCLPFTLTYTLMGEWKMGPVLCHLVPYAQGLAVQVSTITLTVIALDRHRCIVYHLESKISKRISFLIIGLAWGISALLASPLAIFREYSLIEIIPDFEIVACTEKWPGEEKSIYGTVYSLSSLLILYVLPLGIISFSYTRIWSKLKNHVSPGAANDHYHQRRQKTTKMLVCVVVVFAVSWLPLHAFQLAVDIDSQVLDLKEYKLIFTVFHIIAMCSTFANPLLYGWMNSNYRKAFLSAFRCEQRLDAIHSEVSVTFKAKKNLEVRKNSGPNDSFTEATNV
MDM2 E3 inh = MDM2-luciferase reporter signal enhancers, primary screen, MDM2 E3 ligase inhibitor project, cell-based, luminescence, 1536-well. E3 ubiquitin-protein ligase Mdm2 (Homo sapiens), Q00987. AID 1230, 2008. cell-based MDM2 ubiquitination luciferase reporter, 2 h; 0 = plate control, 100 = twice control, blank-subtracted. 210,000 compounds, 0.11% hits. signal enhancement, % at 5 µM;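 active = signal enhancement of 30% or more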;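 also: luminescence tracks abundance of the self-degrading MDM2-luciferase fusion protein; higher signal means inhibition of MDM2 E3 ligase activity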
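System: stable MDM2–luciferase fusion reporter cells / Input: 2000 cells seeded into each well / Schedule: 4 h settle plus 2 h compound, 37 °C / Compound: single-point 5 µM / Buffer or medium: cells held in DMEM / Benchmarks: control and blank well means / Evaluation: percent signal gain over controls, blank-subtracted / Measured by: luciferase luminescence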
NPY1 pot ag = NPY-Y1 receptor potentiators or agonists, primary screen, cell-based | AID 1304, 2008 | 220,000 compounds, 0.37% hits | NPY-Y1 expressing cells, potentiator/agonist activation | activation, % at 3.6 µM; in the data active = activation above about 33%, passing the limit was not always enough;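 also: cells stimulated with NPY at EC10 then isoproterenol at EC100; 0% = low agonist plus stimulus and 100% = saturating agonist plus stimulus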
Hck Nef HTS = inhibitors of Nef-activated human Hck kinase, primary screen, biochemical, Z-Lyte FRET, 384-well, Hck-YEEI | Tyrosine-protein kinase HCK (Homo sapiens), P08631 | Recombinant Hck-YEEI plus Nef, Z-Lyte FRET kinase assay | inhibition, % at 20 µM | 220,000 compounds, 0.68% hits | AID 463187, 2010;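 active = Hck-Nef kinase inhibition above about 50%, limit read from the data; inactive = inhibition below that limit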;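 also: 0% = DMSO with Hck plus Nef and 100% = Hck alone without Nef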
Target sequence (P08631 whole entry, looked up): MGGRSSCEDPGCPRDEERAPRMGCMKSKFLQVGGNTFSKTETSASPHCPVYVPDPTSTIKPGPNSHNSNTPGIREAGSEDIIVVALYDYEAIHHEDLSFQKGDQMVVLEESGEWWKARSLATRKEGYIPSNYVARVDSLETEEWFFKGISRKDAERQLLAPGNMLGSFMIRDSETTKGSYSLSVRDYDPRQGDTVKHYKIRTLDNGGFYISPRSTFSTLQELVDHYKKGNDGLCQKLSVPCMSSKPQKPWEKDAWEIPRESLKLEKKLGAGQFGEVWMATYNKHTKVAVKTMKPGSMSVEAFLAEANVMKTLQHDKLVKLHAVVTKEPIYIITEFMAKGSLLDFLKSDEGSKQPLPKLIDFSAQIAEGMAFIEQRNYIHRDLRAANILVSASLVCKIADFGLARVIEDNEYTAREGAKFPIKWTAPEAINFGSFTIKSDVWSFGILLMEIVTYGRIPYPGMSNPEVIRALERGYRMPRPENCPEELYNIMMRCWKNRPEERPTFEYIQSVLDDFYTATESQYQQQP
NPY Y1 blocker = NPY-Y1 receptor antagonists, primary screen, cell-based; HEK293-CNG Y1 cells, membrane potential fluorescence; NPY at EC95, then isoproterenol; inhibition, % at 3.6 µM; 200,000 compounds, 1% hits; AID 1040, 2008;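 active = inhibition above the campaign mean inhibition of all tested compounds plus 3 SD, cut at about 20% in these data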;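 also: 0% = DMSO wells given NPY plus isoproterenol and 100% = isoproterenol alone without NPY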
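Material: Y1- and CNG-channel-expressing HEK293 cells / Probe or stimulus: NPY 25 nM then isoproterenol 1 µM plus Ro 20-1724 25 µM / Doses: 3.6 µM single dose, DMSO 0.4% / Schedule: compound incubation 1 h at room temperature, readout 45 min post-stimulation / Signal: membrane potential fluorescence / Benchmarks: isoproterenol-only wells as full block versus NPY-plus-isoproterenol wells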
An asterisk follows results filed as active; x = not tested or not shown. Rows are unselected; any-hit rate near 3.5%.

SMILES | Runt-SMMHC FRET | p97 ATPase inh | Runt-CBFb FRET | RBBP9 inh | NPY2 pot ag | MDM2 E3 inh | NPY1 pot ag | Hck Nef HTS | NPY Y1 blocker
Cc1nc2ccccc2n1CC(=O)OCC(=O)Nc1ccc2c(c1)OCCO2 | 4 | 2 | 0 | -7 | 7 | -8 | -6 | 1 | -1
CS(=O)(=O)c1ccc(Cl)c(S(=O)(=O)NCc2ccccc2)c1 | 4 | 4 | -2 | -6 | 9 | 2 | -4 | 1 | 2
O=C(O)c1ccc(N/N=C/c2cc3c(cc2[N+](=O)[O-])OCO3)cc1 | 3 | 3 | 14 | -2 | -3 | -5 | -8 | -6 | -4
COc1cc(C2N(c3ccc(Cl)c(Cl)c3)C(=O)C3CCCN32)cc(OC)c1OC (centres undefined) | 0 | -1 | -4 | -5 | 0 | -8 | 14 | 1 | -6
Cc1ccc(S(=O)(=O)N(C)Cc2nc(-c3ccc(Br)cc3)no2)cc1 | 1 | 7 | -3 | -6 | 6 | -14 | -3 | 10 | 5
O=S(=O)(Nc1cccc(-c2ccc3nncn3n2)c1)c1ccc(Cl)s1 | -1 | 0 | -1 | 0 | 1 | -44 | -5 | 19 | 3
COc1ccc(S(=O)(=O)NC(CC(=O)NCCc2ccccc2)c2ccco2)cc1 (centres undefined) | 1 | 0 | 0 | -3 | -11 | -14 | 4 | 1 | 4
CN1C(=O)/C(=C/C=C2/CCCN2C)N(C)C1=S | -18 | 3 | 6 | 4 | 6 | -1 | 7 | 1 | 6
Cc1sc2nc(SCC(=O)NCCO)n(-c3ccccc3)c(=O)c2c1C | 2 | 2 | -1 | -6 | 7 | 1 | 4 | 26 | 7
CC(NC(=O)Cc1c(F)cccc1Cl)C1CCCO1 (centres undefined) | 1 | -2 | 3 | -5 | -3 | -23 | 11 | -2 | 0
c1ccc(-n2ncc3c(NC4CCCCCC4)ncnc32)cc1 | -2 | x | 0 | x | x | -6 | x | 31 | x
NS(=O)(=O)c1ccc(CCNC(=O)CSc2nnc3ccccn23)cc1 | -3 | -4 | -1 | -3 | 9 | -10 | -14 | -31 | -5
O=C(O)c1ccc2c(c1)N(Cc1ccccc1)C(=O)c1ccccc1S2 | -2 | 0 | -3 | -7 | 5 | 1 | -9 | 26 | x
CC(=O)c1cc2cc(O)ccc2o1 | 70* | 1 | 32 | -2 | -39 | -7 | 3 | 73* | 6
CCOC(=O)C(/C=N/c1cc(C)nn1-c1ccccc1)=C(\C)O | 2 | 3 | 0 | 4 | -7 | -21 | -15 | 1 | 8
Cc1cc(C(=O)NN)c(C)o1 | -2 | 6 | -2 | 1 | 6 | -5 | 1 | -18 | 1
CCN=C1SC(C(=O)Nc2cccc(C(=O)O)c2)CC(=O)N1CC (centres undefined) | 5 | 3 | 2 | 3 | 12 | 4 | 13 | -2 | 0
O=[N+]([O-])c1ccc2nc(-c3ccccn3)[nH]c2c1 | -2 | -11 | 4 | -5 | -8 | -16 | -20 | 15 | x
O=C(NCCN1CCOCC1)Nc1ccccc1 | 0 | -4 | -1 | 3 | 3 | -26 | -7 | 0 | -1
O=c1[nH]c(-c2ccco2)nc2sc3c(c12)CCCC3 | -2 | 2 | 2 | -3 | 3 | -14 | -8 | 5 | -1
CCOC(=O)C1=C(C)NC(C)=C(C(=O)OCC)C1C(=O)OCC(=O)N(C)C1CCS(=O)(=O)C1 (centres undefined) | 2 | 2 | 1 | -2 | -4 | -3 | 13 | 22 | -4
COc1nc(C)c2cc(C)oc2n1 | 2 | 3 | -3 | -6 | 3 | -1 | 5 | 5 | 2
COc1ccc(NC2=CC(c3ccc(OC)c(OC)c3)N(c3ccc(OC)cc3)C2=O)cc1 (centres undefined) | -6 | -5 | 1 | 4 | -3 | -8 | -20 | 12 | -1
CCCN1CCN(C(=S)NCc2ccc(Cl)cc2)CC1 | -6 | 2 | 0 | -2 | 3 | -4 | 13 | 0 | -6
O=C1C2C3C=CC(C3)C2C(=O)N1c1cccc(N2C(=O)C3C4C=CC(C4)C3C2=O)n1 (centres undefined) | -1 | 3 | -1 | -4 | -1 | -12 | -9 | 0 | -10
NNC(=O)c1nc(Cl)c(Cl)c(N)c1Cl | -2 | 2 | 1 | -10 | -20 | -3 | 1 | 20 | x
Cc1c(Cl)cccc1NC(=S)NCCC(C)C | 29 | -6 | 0 | -3 | -7 | -7 | 11 | 0 | 4
O=C(CNS(=O)(=O)c1ccc(Br)s1)N1CCN(C(=O)c2ccco2)CC1 | -3 | -1 | -1 | -8 | 2 | -14 | 2 | -2 | -5
O=C(Cn1c(=O)[nH]c2ccsc2c1=O)NC1CCCCCC1 | 1 | 5 | -2 | -14 | 17 | -5 | 21 | 0 | 0
O=C(Nc1cccc(NC(=O)c2ccco2)c1)c1ccc([N+](=O)[O-])cc1 | -2 | 2 | 0 | -1 | -7 | -2 | -1 | 5 | -3
Cc1cc(C)n(CC(O)CN2c3ccccc3Sc3ccccc32)n1 (centres undefined) | 1 | 4 | -2 | -7 | 20 | -18 | 3 | 2 | -5
O=c1ccc(-c2ccccc2)no1 | 4 | 8 | 0 | -7 | -3 | -5 | 5 | 12 | x
CCOC(=O)C1CCN(S(=O)(=O)c2ccc(Cl)cc2OC)CC1 | 2 | 1 | 3 | 1 | 9 | -17 | 33 | -1 | -5
COc1cccc(-c2cc(C(F)(F)F)n3nc(C(=O)N4CCCCC4c4cccnc4)cc3n2)c1 (centres undefined) | -5 | 2 | -5 | 5 | -10 | -2 | 18 | 23 | 3
CCOC(=O)c1c(NC(=O)/C=C/c2ccco2)sc(C)c1C | -74 | 3 | -8 | 0 | 12 | -11 | -2 | 0 | -2
CCc1cc2c(=O)[nH]c(N3CCCC3)nc2s1 | 4 | 4 | 6 | -3 | 8 | -9 | 13 | 11 | 7
Cc1ccc(C(=O)O)cc1-n1c(C)cc(C=O)c1C | 90* | 2 | 23 | -6 | -9 | -4 | -3 | 25 | -7
O=CC1=C(N2CCOCC2)/C(=C\c2ccccc2)CC1 | -10 | 2 | 2 | -9 | 14 | -18 | -12 | 4 | -2
CCNc1nc(CN2CCOCC2)nc2sc3c(c12)CCC3 | 0 | -4 | 0 | -4 | 8 | -15 | -9 | -1 | -4
CC(C)C(=O)Nc1cccc(NC(=O)c2ccc(Cl)cc2Cl)c1 | 1 | 7 | -1 | -4 | -2 | x | -11 | 1 | -7
COc1ccc(CN(Cc2ccc(C(=O)O)cc2)C(=S)Nc2ccc(C)cc2)cc1OC | -10 | 1 | 0 | -4 | 5 | -10 | 18 | 30 | 0
Cc1ccc(NC(=O)CSc2nnc(-c3ccccc3Br)o2)cc1C | 3 | -6 | -3 | -13 | -35 | -8 | -51 | 1 | 15
CCSc1ccccc1C(=O)NC1CCCCC1 | -8 | -3 | 1 | -8 | -2 | 1 | -2 | -21 | 2
O=S(=O)(NCC(c1cccnc1)N1CCOCC1)c1cccs1 (centres undefined) | -3 | -4 | -1 | -9 | -8 | x | -10 | 8 | -5
Cc1nc(N2CCCCC2)nc(N2CCCCC2)c1C=O | -13 | 2 | -28 | -3 | -10 | -2 | 19 | 22 | 5
O=C1CC2CS(=O)(=O)CC2N1C1CCCCC1 (centres undefined) | -3 | 4 | 0 | -3 | -15 | -27 | -8 | 1 | 1
COc1ccccc1N1CCN(CC(=O)N2CCCC2)CC1 | -1 | 0 | 1 | -7 | -10 | -4 | -7 | 18 | 1
Cc1ccc2c(c1)C1CN(C)CCC1N2C(=O)c1ccccc1NS(=O)(=O)c1ccc(F)cc1C (centres undefined) | 0 | -1 | -2 | -11 | 17 | -12 | 3 | -23 | 1
OCCN1CCN(c2ncnc3c2sc2nc(N4CCOCC4)c4c(c23)CCC4)CC1 | -3 | -8 | -3 | -6 | -10 | -13 | -21 | 6 | 2
CC1(c2ccc(Cl)cc2)NC(=S)N2C1NC(=S)N2c1ccccc1 (centres undefined) | -5 | 9 | -2 | -7 | 20 | x | 29 | 15 | x

Other compounds follow.
SMILES | Runt-SMMHC FRET | p97 ATPase inh | Runt-CBFb FRET | RBBP9 inh | NPY2 pot ag | MDM2 E3 inh | NPY1 pot ag | Hck Nef HTS | NPY Y1 blocker
Cc1ccccc1-c1nnn(CC(=O)Nc2ccc3c(c2)OCCO3)n1 | -1 | 6 | -2 | -2 | -35 | -27 | -25 | 22 | 8
CCOC(=O)c1c(NC(=O)CN2CCCCC2)sc(C)c1C | -2 | -2 | -6 | 6 | 1 | 0 | 7 | -1 | 0
COc1cc(CN=Cc2c(O)n(Cc3ccccc3)c(=S)[nH]c2=O)cc(OC)c1 | 2 | 1 | -1 | -1 | -4 | -8 | 20 | 16 | x
CCOc1ccc(-n2c(C)nc3cc(C(=O)NCc4ccco4)ccc32)cc1 | 0 | -7 | 4 | -6 | 1 | -11 | 11 | -1 | -1
O=Cc1c(-c2ccccc2)nc2ccccn12 | -2 | 10 | 1 | -7 | 5 | -10 | -5 | 24 | x
c1ccc(OCCCCN2CCOCC2)cc1 | 0 | 1 | -1 | -7 | 7 | -9 | -7 | 0 | -3
CCOC(=O)C1(CCCc2ccccc2)CCN(Cc2cn(CC)nc2C)CC1 | 2 | -1 | 1 | 10 | -9 | -33 | 1 | 0 | 6
Nc1nonc1C(=O)N/N=C/c1ccc(-c2cccc(C(=O)O)c2)o1 | 19 | 8 | 22 | 2 | -5 | -21 | -3 | 23 | 7
